S-ASM inh: human S-ASM enzyme inhibition; P17405; placental ASM, HMU-PC fluorogenic substrate, 60 min; Potency, µM (titrated, usually from 57.5 µM), for the others: at the highest dose activity change, negative = inhibition, actives largely listed as inhibitors; 340,000 compounds, 0.006% hits; further: potency means the concentration at half of the fitted maximal effect
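Fluorescence read-out (Ex 386 nm, Em 447 nm) after stopping the reaction at pH 10. Enzyme: ASM from human placenta; substrate HMU-PC0, 9 uM final; 60 min, 37 °C. Compound preincubation 10 min, ambient temperature.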
BRCA1 expr up: increases BRCA1 expression. MCF7-BRCA1-FFLuc reporter, luminescence, 48 h; response scale: scaled: vehicle 0%, 10 µM genistein 100%. AID 624202. 380,000 compounds, 1.1% hits. Potency, µM (highest dose often 46.1 µM), for inactives: at the top dose activation, most hits filed as activators; further: potency means the concentration at half of the fitted maximal effect; nearly all actives have a fitted effect of over 80% in size; some results filed as inactive show a strong effect at the top dose
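Activators of BRCA1 expression were detected as increased firefly luciferase luminescence in engineered MCF7 cells after 48 h compound incubation. Signals were scaled to genistein 10 microM as full activation.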
TRPV1 ag: activates the human vanilloid receptor TRPV1. Q8NER1. TRPV1-expressing cells, Fluo-8 calcium influx, agonist mode. activation, % at 8.33 µM. 320,000 compounds, 0.19% hits. AID 540275; in the data active means activation above about 80%; inconclusive means between about 30% and that limit; further: 0% is about no effect
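TRPV1-expressing cells were cultured overnight at 35.5C and loaded with Fluo-8 calcium dye for 40 to 90 min at room temperature. After a 10 s baseline, compound was added and calcium influx was read kinetically for 3 min (ex 480/em 520 nm).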
ELG1 genotox: induces genotoxicity in HEK293T cells with luciferase-tagged ELG1. AID 504466. Potency, µM (doses to about 46 µM), for inactives: at the highest dose activity change, positive = activation, most hits filed as activators. 330,000 compounds, 1.3% hits. HEK293T ELG1-luciferase reporter, luminescence, 16 h; further: potency means the concentration at half of the fitted maximal effect; % of control where 0% means no effect; nearly all actives have a fitted effect of over 60% in size
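16 hr compound incubation (37 °C, 5% CO2) of HEK293T cells carrying luciferase-tagged ELG1; luciferase then measured by ONE-Glo luminescence after 30 min at RT.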
TSG101-PTAP inh: blocks PTAP/TSG101 interaction to inhibit HIV-1 budding; Q99816; Fluorescence polarization, FITC-PTAP peptide / Tsg101 binding; Potency, µM (top dose mostly 115 µM), without a hit: at the highest dose activity change, negative = inhibition, actives largely listed as inhibitors; 340,000 tested, under 10 active; active means well fitted inhibition curve with a large enough effect in the main read-out, with a control signal flat, not every such curve was filed as active; inconclusive means small, poorly fitted or top-dose-only effect, or effect the other way, or a change in a side signal; inactive means no such curve, though single readings can be large or run the other way; further: potency means the concentration at half of the fitted maximal effect; % of control where 0% means no effect
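Compounds were pin-transferred onto Tsg101 binding domain (10 uM final) in HEPES pH 7.5 buffer, then FITC-PTAP peptide was added at 50 nM final. After 20 min at RT, polarization reported peptide displacement across a qHTS concentration series.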
USP2a block: inhibitors of human ubiquitin-specific protease USP2a; O75604; Potency, µM (doses to about 38.3 µM), for the others: at the highest dose activity change, negative = inhibition, hits mostly inhibitors; 330,000 compounds, 0.01% hits; USP2 core, Ub-CHOP2 coupled fluorogenic reporter, 485/531;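 further: potency means the concentration at half of the fitted maximal effect; plate controls were DMSO wells for no effect and full inhibition by NEM control for full effect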
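Cell-free coupled assay: 10nM USP2 core preincubated 30min RT with compound in Tris-HCl pH 8.0/CaCl2/CHAPS buffer, then 25nM Ub-CHOP2 and 25nM reporter substrate; fluorescence (Ex 485/Em 531) read after 60min RT, normalized to NEM inhibition, concentration-response curves fitted.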
a7 integrin act: activates integrin-mediated alleviation for muscular dystrophy; alpha7betagal myoblasts, beta-gal FDG fluorescence, 48 h; 350,000 compounds, 0.064% hits; Potency, µM (doses to about 38.3 µM), inactives show at the highest dose activation, actives largely listed as activators;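 further: potency means the concentration at half of the fitted maximal effect; 100% = response of the positive control SU9516; nearly all actives have a fitted effect of over 60% in size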
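alpha7betagal+/- myoblasts (passage 13, 250/well) treated 48 h at 37C with compounds at 1:260 dilution of DMSO stock. Lysed, then beta-galactosidase activity read as FDG fluorescence (ex 480/em 540) after 30 min, with pre-read for autofluorescence.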
p53 reactivation: re-activators of mutant p53; H1299 p53-A138V BP100-luciferase reporter, luminescence, 24 h; Potency, µM (series often up to 92.2 µM), for the others: at the top dose activity change, positive = activation, most hits filed as activators; 320,000 compounds, 0.063% hits; further: potency means the concentration at half of the fitted maximal effect; % of control where 0% means no effect; nearly all actives have a fitted effect of over 45% in size
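p53-null H1299 cells stably carrying temperature-sensitive p53-A138V and a BP100-luciferase reporter were pinned with compounds (4-point, 1:5 series) and held 24 hrs at 37 deg C. Luminescence was read 10 min after detection reagent.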
Eya2 inh: blocks the phosphatase activity of human Eya2; O00167; recombinant Eya2, OMFP fluorescence dephosphorylation (OMFP is methylfluorescein phosphate); Potency, µM (series often up to 76.9 µM), inactives show at the highest dose activity, negative = inhibition, most hits filed as inhibitors; 330,000 compounds, 0.006% hits; AID 488837; further: potency means the concentration at half of the fitted maximal effect; on the % scale 0 is the no-effect control and ±100 the full control effect
Target sequence (O00167 whole entry, looked up): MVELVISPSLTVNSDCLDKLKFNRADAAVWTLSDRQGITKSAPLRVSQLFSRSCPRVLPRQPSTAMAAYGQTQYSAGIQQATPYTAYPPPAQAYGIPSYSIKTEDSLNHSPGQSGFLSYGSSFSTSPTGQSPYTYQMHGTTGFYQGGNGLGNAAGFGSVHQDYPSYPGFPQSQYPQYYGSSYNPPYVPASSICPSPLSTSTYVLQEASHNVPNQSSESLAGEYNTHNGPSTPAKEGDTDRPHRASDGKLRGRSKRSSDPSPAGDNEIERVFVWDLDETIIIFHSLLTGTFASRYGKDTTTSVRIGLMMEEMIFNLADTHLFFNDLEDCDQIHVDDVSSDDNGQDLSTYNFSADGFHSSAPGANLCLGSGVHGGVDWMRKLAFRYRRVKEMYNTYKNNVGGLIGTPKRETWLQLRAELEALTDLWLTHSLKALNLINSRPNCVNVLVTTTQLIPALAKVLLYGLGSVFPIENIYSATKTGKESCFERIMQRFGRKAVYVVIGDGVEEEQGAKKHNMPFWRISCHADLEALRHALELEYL
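Eya2 protein (added as 0.2 uM solution) was preincubated with compound for 10 min at ambient temperature in 50 mM HEPES pH 7.5, 50 mM NaCl, 5 uM MgCl2, 0.05% BSA, 1 mM DTT. OMFP (added at 50 uM) then reacted 10 min; fluorescence read at 485/525 nm.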
B2AR arrestin: recruits beta-arrestin to the human beta2-adrenergic receptor; P07550; beta-arrestin recruitment to beta2AR, cell-based reporter; Potency, µM (highest dose often 46.1 µM), inactives show at the highest dose activation, most hits filed as activators; AID 492947; 330,000 compounds, 0.02% hits;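 further: potency means the concentration at half of the fitted maximal effect; 0% = DMSO controls and full agonism = EC100 isoproterenol or metaproterenol; nearly all actives have a fitted effect of over 65% in size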
Target sequence (P07550 whole entry, looked up): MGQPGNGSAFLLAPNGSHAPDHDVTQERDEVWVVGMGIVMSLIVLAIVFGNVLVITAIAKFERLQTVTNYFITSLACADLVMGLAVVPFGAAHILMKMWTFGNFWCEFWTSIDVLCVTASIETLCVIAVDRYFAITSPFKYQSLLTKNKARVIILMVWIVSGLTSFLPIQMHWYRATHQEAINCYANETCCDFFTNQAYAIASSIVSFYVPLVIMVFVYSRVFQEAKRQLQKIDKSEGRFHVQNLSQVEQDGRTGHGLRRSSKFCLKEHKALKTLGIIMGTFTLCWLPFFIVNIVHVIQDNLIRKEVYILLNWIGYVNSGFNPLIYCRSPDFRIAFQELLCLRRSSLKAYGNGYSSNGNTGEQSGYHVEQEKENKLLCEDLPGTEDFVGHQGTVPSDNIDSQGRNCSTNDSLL
uPA generation: blocks generation of uPA at the cell surface | cell surface uPA generation assay, qHTS | Potency, µM (doses to about 38.3 µM), for the others: at the highest dose activity change, negative = inhibition, hits mostly inhibitors | 330,000 compounds, 0.31% hits; active means well fitted inhibition curve with a large enough effect; inconclusive means small, poorly fitted or top-dose-only effect; inactive means no such curve, though single readings can be large or run the other way; tested in mouse RAW 264.7 cells; further: potency means the concentration at half of the fitted maximal effect; on the % scale 0 is the no-effect control and ±100 the full control effect; nearly all actives have a fitted effect of over 55% in size
* marks the source's active call; other numbers are inactive results; i = inactive; ? = inconclusive; nt = not tested or not shown; [ ] = dose if it differs, or a comment. Unless noted, the call rests on the fitted dose curve; in most records, active means well fitted curve in the direction sought with a large enough effect; inconclusive means small, poorly fitted or top-dose-only effect, or another doubt; inactive means no such curve, though single readings can be large; an effect the other way counts as inactive or inconclusive. Outcome played no part in choosing rows (roughly 2.6% active in at least one column).

| no. | SMILES | S-ASM inh | BRCA1 expr up | TRPV1 ag | ELG1 genotox | TSG101-PTAP inh | USP2a block |
| --- | --- | --- | --- | --- | --- | --- | --- |
| 1 | Cc1ccc(-c2cc(C(=O)N/N=C/c3ccc(F)cc3)n[nH]2)o1 | -4% | -37% | -1 | 0% | -1% | -1% |
| 2 | CCOC(=O)C/C(C)=N/NC(=O)COc1ccccc1C | 3% | -30% | 1 | 1% | -2% | 3% |
| 3 | Cc1cc(-c2nc3cc(F)ccc3s2)ccc1N | i | -64% | nt | nt | 0% | nt |
| 4 | C=CCn1c(-c2ccccc2)c[nH]c1=S | 0% | 83% | -3 | 13µM* | -4% | -1% |
| 5 | O=C(NCCC(=O)N1CCN(S(=O)(=O)c2ccccc2)CC1)c1ccc(Br)cc1 | 1% | -28% | -2 | 0% | 0% | 1% |
| 6 | C[C@H](CO)N1C[C@H](C)[C@@H](CN(C)C(=O)Nc2ccccc2)Oc2c(NC(=O)NC3CCCCC3)cccc2C1=O | -2% | -4% | nt | 1% | -3% | 1% |
| 7 | Cc1nc(NC(=O)c2ccccc2O)sc1C | 13% | 64% | -9 | 5.8µM* | -1% | 3% |
| 8 | CCSc1nnc(NC(=O)c2c(-c3ccccc3Cl)noc2C)s1 | -2% | -8% | 4 | -3% | 2% | 4% |

| no. | a7 integrin act | p53 reactivation | Eya2 inh | B2AR arrestin | uPA generation |
| --- | --- | --- | --- | --- | --- |
| 1 | -27% | -6% | -10% | -0.3% | 2% |
| 2 | -13% | 5% | -14% | 0.2% | 1% |
| 3 | 2% | nt | nt | nt | -7% |
| 4 | -17% | ? | -7% | ? | -3% |
| 5 | 0% | -6% | 14% | -0.3% | -1% |
| 6 | -37% | -6% | -12% | -0.7% | -1% |
| 7 | ? | 16% | -3% | 0.0% | 5% |
| 8 | 26% | -7% | 5%[15.4 µM] | 0.7% | -2% |

The list continues.
| no. | SMILES | S-ASM inh | BRCA1 expr up | TRPV1 ag | ELG1 genotox | TSG101-PTAP inh | USP2a block |
| --- | --- | --- | --- | --- | --- | --- | --- |
| 9 | COc1ccc(S(=O)(=O)N2CCC(C(N)=O)CC2)cc1 | 0% | 2% | nt | nt | -7% | nt |
| 10 | COc1ccc(-c2csc(N(C)C(=O)c3ccco3)n2)cc1 | 0% | 7.1µM* | 8 | ? | 1% | 1% |
| 11 | CCN(CC)c1ccc(NC(=O)COc2ccc(C)cc2)cc1 | 1% | 5% | nt | 3% | -4% | 5% |
| 12 | C/C(=C\C(=O)O)C12CC3CC(CC(C3)C1)C2 | -1% | 3% | 1 | 7% | -1% | 8% |
| 13 | Cc1ccc(C(=O)N2CCN(C(=O)CN3CCCC3)C2)cc1 | 3% | 8% | nt | -2% | 3% | 1% |
| 14 | Oc1cccc(Nc2nc(O)c(/C=C3\C=Nc4ccccc43)s2)c1 | -16% | 40% | 9 | ? | 93%[activator] | 1% |
| 15 | CCOC(=O)C1CCCN(C(=O)c2ccc(Cl)c(S(=O)(=O)N3CCCCCC3)c2)C1 (stereo not given) | -1% | -23% | ? | -14% | -2% | -6% |
| 16 | CCN1CCN(C(=S)c2ccc(OCC(=O)N3CCOCC3)cc2)CC1 | 0% | 12% | 0 | 2% | -7% | 0% |

| no. | a7 integrin act | p53 reactivation | Eya2 inh | B2AR arrestin | uPA generation |
| --- | --- | --- | --- | --- | --- |
| 9 | 10% | nt | nt | nt | 12% |
| 10 | 20% | nt | 11% | -0.2% | -2% |
| 11 | -14% | -2% | 20% | 0.2% | 1% |
| 12 | 23% | 0% | 2% | -1.0% | 1% |
| 13 | -6% | 2% | -3% | 0.3% | 1% |
| 14 | 19% | 9% | 47% | -0.6% | 5% |
| 15 | -9% | -4% | 3% | 0.2% | 0% |
| 16 | 14% | 0% | -1% | 0.5% | -6% |

The results go on.
| no. | SMILES | S-ASM inh | BRCA1 expr up | TRPV1 ag | ELG1 genotox | TSG101-PTAP inh | USP2a block |
| --- | --- | --- | --- | --- | --- | --- | --- |
| 17 | CSCC[C@H](NC(=O)OC(C)(C)C)C(=O)N1CCC(C(=O)N[C@@H](C)C(=O)NC(C)c2ccccc2)CC1 (stereo not given in full) | 3% | 6% | 5 | 0% | 1% | -3% |
| 18 | Cn1c(=O)c2c(nc(NCCCO)n2Cc2cccc(C(F)(F)F)c2)n(C)c1=O | -1% | -15% | 3 | -6% | -6% | 3% |
| 19 | CC(C)CNC(=O)CSc1nc2nn(-c3ccccc3)c(=O)c-2c2n1CCCCC2 | -11% | -27% | 20 | 2% | 0% | 5% |
| 20 | COc1cc(/C=N/NC(=O)Cc2ccc(Br)cc2)cc(OC)c1O | 221%[activator] | -21% | 18 | 4% | -1% | 0% |
| 21 | CC(=O)c1cccc(NS(=O)(=O)c2ccc(-c3cnc(C4CC4)o3)cc2)c1 | 9% | -42% | 2 | -1% | -2% | -1% |
| 22 | COc1ccccc1OCC(=O)Nc1ccccc1C(=O)Nc1cccc(C(=O)O)c1 | 5% | 14% | 2 | 3% | 1% | 0% |

| no. | a7 integrin act | p53 reactivation | Eya2 inh | B2AR arrestin | uPA generation |
| --- | --- | --- | --- | --- | --- |
| 17 | -4% | 8% | 12% | 0.2% | -1% |
| 18 | -33% | -8% | 0% | -0.3% | -6% |
| 19 | 39% | 23% | 14% | -0.2% | 4% |
| 20 | 4% | 2% | 1% | 3.4% | -2% |
| 21 | 0% | -3% | 1% | 0.1% | ? |
| 22 | 1% | 4% | 5% | 0.3% | -3% |

An excerpt from above in order of SMILES length, highest first:
| no. | SMILES | S-ASM inh | BRCA1 expr up | TRPV1 ag | ELG1 genotox | TSG101-PTAP inh | USP2a block |
| --- | --- | --- | --- | --- | --- | --- | --- |
| 17 | CSCC[C@H](NC(=O)OC(C)(C)C)C(=O)N1CCC(C(=O)N[C@@H](C)C(=O)NC(C)c2ccccc2)CC1 (stereo not given in full) | 3% | 6% | 5 | 0% | 1% | -3% |
| 15 | CCOC(=O)C1CCCN(C(=O)c2ccc(Cl)c(S(=O)(=O)N3CCCCCC3)c2)C1 (stereo not given) | -1% | -23% | ? | -14% | -2% | -6% |
| 18 | Cn1c(=O)c2c(nc(NCCCO)n2Cc2cccc(C(F)(F)F)c2)n(C)c1=O | -1% | -15% | 3 | -6% | -6% | 3% |
| 19 | CC(C)CNC(=O)CSc1nc2nn(-c3ccccc3)c(=O)c-2c2n1CCCCC2 | -11% | -27% | 20 | 2% | 0% | 5% |
| 22 | COc1ccccc1OCC(=O)Nc1ccccc1C(=O)Nc1cccc(C(=O)O)c1 | 5% | 14% | 2 | 3% | 1% | 0% |
| 14 | Oc1cccc(Nc2nc(O)c(/C=C3\C=Nc4ccccc43)s2)c1 | -16% | 40% | 9 | ? | 93%[activator] | 1% |
| 20 | COc1cc(/C=N/NC(=O)Cc2ccc(Br)cc2)cc(OC)c1O | 221%[activator] | -21% | 18 | 4% | -1% | 0% |
| 13 | Cc1ccc(C(=O)N2CCN(C(=O)CN3CCCC3)C2)cc1 | 3% | 8% | nt | -2% | 3% | 1% |
| 11 | CCN(CC)c1ccc(NC(=O)COc2ccc(C)cc2)cc1 | 1% | 5% | nt | 3% | -4% | 5% |
| 12 | C/C(=C\C(=O)O)C12CC3CC(CC(C3)C1)C2 | -1% | 3% | 1 | 7% | -1% | 8% |

| no. | a7 integrin act | p53 reactivation | Eya2 inh | B2AR arrestin | uPA generation |
| --- | --- | --- | --- | --- | --- |
| 17 | -4% | 8% | 12% | 0.2% | -1% |
| 15 | -9% | -4% | 3% | 0.2% | 0% |
| 18 | -33% | -8% | 0% | -0.3% | -6% |
| 19 | 39% | 23% | 14% | -0.2% | 4% |
| 22 | 1% | 4% | 5% | 0.3% | -3% |
| 14 | 19% | 9% | 47% | -0.6% | 5% |
| 20 | 4% | 2% | 1% | 3.4% | -2% |
| 13 | -6% | 2% | -3% | 0.3% | 1% |
| 11 | -14% | -2% | 20% | 0.2% | 1% |
| 12 | 23% | 0% | 2% | -1.0% | 1% |

Some of these compounds in order of their number in TRPV1 ag, largest number first.
item	compound	TRPV1 ag
14	Oc1cccc(Nc2nc(O)c(/C=C3\C=Nc4ccccc43)s2)c1	9
10	COc1ccc(-c2csc(N(C)C(=O)c3ccco3)n2)cc1	8
12	C/C(=C\C(=O)O)C12CC3CC(CC(C3)C1)C2	1

Screening results: PubChem, National Center for Advancing Translational Sciences (NCATS)
